ERa SRC1 inh: blocks coactivator binding to human estrogen receptor alpha; inhibition, % at 25.6 µM; P03372; TR-FRET ER-alpha LBD / SRC-1 peptide, estradiol-bound; 1.7% of 86,000 active; in the data active means inhibition above about 50%;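 further: 0% = receptor plus peptide control and 100% = peptide only without receptor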
Target sequence (P03372 whole entry, looked up, the tested form may be a part): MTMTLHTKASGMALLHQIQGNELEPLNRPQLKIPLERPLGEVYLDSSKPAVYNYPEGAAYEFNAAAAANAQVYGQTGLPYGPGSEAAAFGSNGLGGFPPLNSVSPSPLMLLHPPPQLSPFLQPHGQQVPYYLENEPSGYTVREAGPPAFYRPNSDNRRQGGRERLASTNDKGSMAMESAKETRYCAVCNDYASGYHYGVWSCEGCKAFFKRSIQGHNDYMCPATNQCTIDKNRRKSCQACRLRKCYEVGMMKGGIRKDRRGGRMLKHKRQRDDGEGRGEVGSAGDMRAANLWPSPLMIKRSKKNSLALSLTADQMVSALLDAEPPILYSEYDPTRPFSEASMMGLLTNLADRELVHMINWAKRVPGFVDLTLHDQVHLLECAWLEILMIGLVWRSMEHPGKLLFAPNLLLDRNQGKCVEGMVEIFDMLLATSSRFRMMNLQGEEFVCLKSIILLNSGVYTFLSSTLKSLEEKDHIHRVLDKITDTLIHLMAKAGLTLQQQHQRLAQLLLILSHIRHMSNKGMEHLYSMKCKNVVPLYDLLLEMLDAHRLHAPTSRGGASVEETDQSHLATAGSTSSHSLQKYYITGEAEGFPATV
HUVEC prolif 384: inhibitors of human endothelial cell proliferation; HUVEC proliferation, CellTiter-Glo luminescence, 72 h; hits give low values; viability, % at 10 µM (by protocol); 1.1% of 86,000 active;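 active means viability at or below 30%; inactive means viability above 30%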;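 further: 100% = median luminescence of DMSO-only cell control wells on each plate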
CD11b adhes inh: blocks human CD11b/CD18 adhesion to fibrinogen | K562 CD11b/CD18 adhesion to fibrinogen, ATPlite luminescence; Mn2+ added to activate the integrin | 0.54% of 93,000 active | inhibition, % at 10 µM | P05107+P11215 | AID 1497;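 active means primary inhibition of 50% or more at 10 µM, then 40% or more on retest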; further: some results filed as inactive read as strong as hits
CYP2C19 act: cytochrome P450 2C19 (human) activation | P33261 | recombinant CYP2C19, luciferin-H EGE luminescence; hits give high values; 0 = fully inhibited enzyme, 1 = untreated enzyme | activation factor at 5 µM | 96,000 tested, under 10 active | AID 1025;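 active means activation factor of at least 2 at 5 µM in the primary screen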;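 further: 0 = wells with 2.5 mM tranylcypromine and 1 = vehicle-only wells; values of inactives mirror those of a sister screen read the other way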
CYP2C19 inhib: inhibitors of human CYP2C19; P33261; CYP2C19 Supersomes, luciferin-H EGE luminescence, 30 min; inhibition, % at 5 µM; 21% of 96,000 active;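 active means CYP2C19 inhibition above a set limit at 5 µM in the primary screen, cut at about 50% in these data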;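 further: plate controls were negative control wells for no effect and 2.5 mM tranylcypromine positive control for full effect; values of inactives mirror those of a sister screen read the other way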
H69AR inhibit: growth inhibitors of human H69AR lung tumor cells | AID 598 | 6% of 85,000 active | viability, % at 10 µM | H69AR lung tumor viability, ATP luminescence, 72 h; hits give low values;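 active means viability at or below 40%; inactive means viability above 40%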;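 further: multidrug resistant small cell line overexpressing MRP-1 efflux transporter; 100% = mean luminescence of untreated control wells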
Mac1 fbg enh: enhancers of human CD11b/CD18 binding to fibrinogen; P05107+P11215; K562 CD11b/CD18 adhesion to fibrinogen, ATPlite luminescence; activation, % at 10 µM; 0.07% of 93,000 active;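 active means 10 µM primary screen giving 50% or more activity, confirmed by 40% or more on retest at that dose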; further: strong numbers were not always called active
Fibroblast inh: blocks proliferation of human lung fibroblasts. LL 47 human lung fibroblast viability, ATP luminescence; hits give low values. viability, % at 10 µM. 1.1% of 85,000 active. AID 719;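 active means viability at or below 50% in the single dose screen; inactive means viability above 50%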;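 further: compound exposure lasted 72 h before the ATP readout; 100% = median luminescence of untreated cell-only wells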
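Benchmarks: Cell-only wells, no compound | Test system: LL 47 human lung fibroblasts, passage 12 or lower | Input: 1,150 cells/well | Measured by: CellTiter-Glo luminescence measuring cellular ATP | Medium: IMEM, 15% FBS supplement | Schedule: Overnight attachment after seeding, then 72 h compound exposure at 37 °C | Doses: Compound addition at 0.1% DMSO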
ERa SRC1 pot: enhances coactivator binding to human estrogen receptor alpha; AID 639; P03372; coactivator binding (% of control), % at 25.6 µM; 1.3% of 86,000 active; TR-FRET ERalpha-LBD/SRC-Cy5 coactivator binding, 2 h; 100 = basal binding, no effect; in the data active means activity above about 200%;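 further: binding measured in presence of low estradiol as agonist stimulus; 0% = peptide alone without receptor and 100% = receptor with peptide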
Numbers without * were called inactive; nt = no result given; [ ] = another dose, or the depositor's remark.

SMILES	ERa SRC1 inh	HUVEC prolif 384	CD11b adhes inh	CYP2C19 act	CYP2C19 inhib	H69AR inhibit	Mac1 fbg enh	Fibroblast inh	ERa SRC1 pot
CC1CCN(CC(O)COCCC23CC4CC(CC(C4)C2)C3)CC1 (stereo not drawn)	-5	62	11	0.7	32	52	2	64	97
COc1ccc(NC(=O)C2CC(c3cc(OC)c(OC)c(OC)c3)=NO2)cc1OC (stereo not drawn)	0	84	-21	0.7	29	72	-7	90	91[fluorescence artefact?]
CCCCC(c1nnnn1CCOC)N1CCN(c2cccc(OC)c2)CC1 (stereo not drawn)	-3[fluorescence artefact?]	98	-3	0.3	70*	89	-4	99	100
Cc1cccc(CCNS(=O)(=O)c2ccc(S(=O)(=O)NC3CCCC3)cc2)c1	-6	107	-12	0.3	67*	78	-2	104	92
Cc1ccc(-c2cccc(NC(=O)C3C4C=CC(C4)C3C(=O)O)c2)o1 (stereo not drawn)	nt	nt	42	1	-3	nt	4	nt	nt
COCc1[nH]nc2c1C(c1sccc1C)C(C#N)=C(N)O2 (stereo not drawn)	-1	85	nt	0.7	30	98	nt	nt	122[fluorescence artefact?]
Cc1ccccc1N/N=C/c1ccc(N2CCOCC2)cc1	nt	nt	-8	0.8	24	nt	6	nt	nt
COc1ccccc1CN(CC(=O)NCC1CCCO1)C(=O)CNS(=O)(=O)c1ccc(C)cc1 (stereo not drawn)	1	97	-8	0.8	16	95	0	94	103
Cn1ncc(C#N)c1/N=C/N1CCCC1	-6	98	-3	1	-2	103	-4	98	116[fluorescence artefact?]
Cc1nc2nc(CSc3nnc(C)s3)cc(=O)n2[nH]1	-1[fluorescence artefact?]	101	16	1	1	94	-4	98	84

Results in ERa SRC1 pot, for some of the entries so far:
| mol | ERa SRC1 pot |
| --- | --- |
| COc1ccccc1CN(CC(=O)NCC1CCCO1)C(=O)CNS(=O)(=O)c1ccc(C)cc1 (stereo not drawn) | 103 |
| Cc1nc2nc(CSc3nnc(C)s3)cc(=O)n2[nH]1 | 84 |
| Cc1cccc(CCNS(=O)(=O)c2ccc(S(=O)(=O)NC3CCCC3)cc2)c1 | 92 |
| Cn1ncc(C#N)c1/N=C/N1CCCC1 | 116[fluorescence artefact?] |
| CCCCC(c1nnnn1CCOC)N1CCN(c2cccc(OC)c2)CC1 (stereo not drawn) | 100 |

(cont.)
SMILES	ERa SRC1 inh	HUVEC prolif 384	CD11b adhes inh	CYP2C19 act	CYP2C19 inhib	H69AR inhibit	Mac1 fbg enh	Fibroblast inh	ERa SRC1 pot
CCCCOc1ccc(C(=O)NC)cc1	-16	101	-12	0.8	22	96	6	100	122
Cn1ncc(Cl)c1C(=O)Nc1cc(C(F)(F)F)ccc1F	-7	96	nt	nt	nt	89	nt	95	116[fluorescence artefact?]
CC(C)[C@H](NC(=O)OCc1ccccc1)C(=O)OCC(=O)NC1CCCCC1	-3	68	-53	0.2	78*	96	5	98	109[fluorescence artefact?]
Cc1cccc(NC(=O)CS(=O)(=O)c2cn(C)c3ccccc23)c1	-2	91	15	0.4	56*	88	3	93	101
CS(=O)(=O)N(CC(=O)N1CCN(Cc2ccccc2)CC1)C1CCCCC1	-10	88	1	1.1	-14	101	-4	100	91
CC(NC(=O)Nc1ccc(F)cc1F)c1ccncc1 (stereo not drawn)	23	97	4	0.2	80*	91	-4	106	86
CC/C(C)=N/Nc1nc2sc3c(c2c(=O)[nH]1)CC(C)(C)OC3	nt	nt	-13	0.6	37	nt	-1	nt	nt
Fc1ccc(N2CCN(c3ncnc4nc[nH]c34)CC2)cc1	-2	104	-7	0.9	14	92	-6	104	106
CCc1ccc(C2C(C#N)=C(N)SC(N)=C2C#N)s1	-4	92	68	0.5	49	99	-8	106	99
Cn1c(C(=O)NCCCN2CCN(c3cccc(Cl)c3)CC2)cc2c(=O)n(C)c3ccccc3c21	38[fluorescence artefact?]	49	40	0.8	18	1.7*	-1	73	132[fluorescence artefact?]
COc1ccccc1NC(=O)C1=C(C)Nc2ncnn2C1c1cccs1 (stereo not drawn)	nt	nt	-19	1	5	nt	-4	nt	nt
CC(C)OCCCn1c(=NC(=O)c2ccncc2)c(C#N)cc2c(=O)n3ccccc3nc21	12	92	-6	0.2	80*	71	-4	103	91[fluorescence artefact?]
Cc1ccc(NC2=NC(c3ccc(O)cc3)n3c(nc(C)cc3=O)N2)cc1 (stereo not drawn)	-2	86	-10	1	1	94	0	110	122[fluorescence artefact?]
CSc1ccc(CNc2cccc3ccccc23)cc1	nt	nt	7	0	98*	nt	-1	nt	nt
Cc1nn(S(=O)(=O)c2cccs2)c(C)c1Sc1ccc([N+](=O)[O-])cc1	nt	nt	73	0.8	24	nt	-5	nt	nt
Cc1cc(C)nc(-n2nc(C)cc2NC(=O)CNC2CCCCC2)n1	-9	98	4	0.9	11	59	3	90	104
CC(C)NS(=O)(=O)c1ccc(OCC(=O)N2CCCC2)cc1	22	93	nt	nt	nt	90	nt	93	93
O=C(Cc1ccccc1)Nn1cnc2ccccc21	-11	93	2	0.7	33	86	1	91	122[fluorescence artefact?]
O=c1c2ccccc2ncn1CCCSc1ccc(Cl)cc1	nt	nt	-14	0.8	22	nt	-5	nt	nt
Cc1ccc(-n2nc(C(=O)N/N=C/c3cccc(C(F)(F)F)c3)c3ccccc3c2=O)cc1C	nt	nt	-8	0.9	6	nt	3	nt	nt
O=C(Cn1nnc2ccccc21)C1CC1	3[fluorescence artefact?]	89	-1	1	-1	93	-3	103	117[fluorescence artefact?]
COc1ccc(C(=O)/C=C/c2cn(CN3CCN(C)CC3)c3ccccc23)cc1	-5[fluorescence artefact?]	78	12	0.3	67*	22*	-2	101	78[fluorescence artefact?]
O=C(NC1CC2CCC(C1)N2Cc1ccco1)c1ccccc1 (stereo not drawn)	2[fluorescence artefact?]	90	nt	nt	nt	98	nt	101	101[fluorescence artefact?]
CCOC(=O)N1CCN(c2ncnc3nc[nH]c23)CC1	-6	104	-3	0.9	9	85	-4	96	113
O=C(Cc1nn[nH]n1)NCCC1=CCCCC1	-8	101	-17	1	-2	84	-4	105	112
CC(c1ccco1)N(C(=O)COc1ccc(Cl)cc1)c1ccccn1 (stereo not drawn)	-10	106	7	0.7	30	93	0	99	113
Cc1ccccc1NC(=S)NCc1cccs1	-1	108	6	0.5	47	84	-2	98	104
CCCc1sc(N/N=C/c2ccccn2)nc1-c1ccc(Br)cc1	-8	5.2*	nt	nt	nt	11*	nt	29*	95
CCOc1c(Br)cc(/C=C2\C(=O)N(CCC#N)N=C2C)cc1OC	-12	77	nt	nt	nt	26*	nt	71	86
COc1ccccc1NC(=O)N(Cc1ccccc1)c1ccccn1	-2	100	-13	0.6	36	94	11	94	113
Cc1cc(C)nc(/N=C(\N)Nc2ccc(C)c([N+](=O)[O-])c2)n1	nt	nt	0	0.8	19	nt	-6	nt	nt
COC(=O)c1ccccc1NC(=O)CSc1nccn1C	-22	87	6	0.1	85*	95	2	91	120
O=C1CN(C(=O)c2cc(Br)c(Br)s2)c2ccccc2N1	4	42	5	1	-1	16*	-4	79	70
Cc1cc(C)c(C#N)c(SCc2ccccc2)n1	1	99	nt	nt	nt	85	nt	98	94
O=C(COC(=O)c1cncc(Br)c1)NCCC1=CCCCC1	-15	99	-11	0.1	88*	92	1	97	106
Cc1ccc(S(=O)(=O)C(C#N)c2nc3ccccc3nc2OC(C)C)cc1 (stereo not drawn)	-11[fluorescence artefact?]	89	nt	1	1	91	0	98	66[fluorescence artefact?]
Cc1ccc2c(c1)c1c(n2C)C(C(N)=O)CCC1 (stereo not drawn)	-9	100	-18	0.6	42	91	1	103	93
COc1ccc(C(CC(=O)NC(C)(C)C)n2cccc2)cc1 (stereo not drawn)	0[fluorescence artefact?]	89	-18	0.6	39	92	-1	98	96
COc1ccc([N+](=O)[O-])cc1COc1cc(C)cc2oc(=O)cc(-c3ccccc3)c12	nt	nt	12	0.3	75*	nt	-1	nt	nt
COc1ccc(-c2nc(CSCC(=O)NCCC3=CCCCC3)c(C)o2)cc1OC	3	123	4	0.4	60*	58	-3	107	98
c1ccc(-c2cc(N3CCOCC3)nc3ccccc23)cc1	-1	93	1	0.9	14	71	0	97	96
COc1ccc(OC)c(CCNC(=O)CS(=O)(=O)Cc2nc(-c3ccccc3C)oc2C)c1	-2	89	2	0.3	66*	78	-2	100	120
Cn1c(=O)c2c(ncn2CC(=O)Nc2nnc(Cc3ccccc3)s2)n(C)c1=O	-5	96	11	1	-5	92	-3	104	113
Cn1c(=O)[nH]c(=O)c2c1nc(SCCN1CCOCC1)n2Cc1ccccc1	0	90	4	1.1	-9	79	-3	96	110
COc1ccccc1C1C2CCCCC2(O)CCN1CC(=O)Nc1ccccc1 (stereo not drawn)	-10	95	-26	0.7	27	77	1	97	110
O=C(Cn1nc(-c2ccc(N3CCOCC3)c([N+](=O)[O-])c2)c2ccccc2c1=O)N1CCCCC1	-1	92	-9	1	4	91	-2	90	105
CC(C)(C)C(=O)CN1CCN(S(=O)(=O)c2ccc(F)cc2)CC1	-19	110	-43	1	3	95	0	101	109
Cc1cc(C)c(S(=O)(=O)N2CCN(CCO)CC2)c(C)c1	-1	92	-4	0.6	43	93	0	92	133
Cc1[nH]nc2c1/C(=N/O)CC(c1ccccc1)C2 (stereo not drawn)	1	98	13	0.3	74*	88	-2	103	98
CCN(CC(=O)Nc1ccc2c(c1)OCCO2)S(=O)(=O)c1ccc(C)cc1	-15	99	-9	0.8	24	68	1	97	102
CCn1c(=O)c2cc(C(=O)Nc3cc(C)on3)sc2c2ccccc21	54*[fluorescence artefact?]	83	-3	1	-4	86	25	97	141[fluorescence artefact?]
COC(=O)c1cn(CC(=O)NCc2cccs2)c2ccccc12	0	99	4	0.3	71*	96	-6	100	118

For convenience, some entries already given:
SMILES	ERa SRC1 inh	HUVEC prolif 384	CD11b adhes inh	CYP2C19 act	CYP2C19 inhib	H69AR inhibit	Mac1 fbg enh	Fibroblast inh	ERa SRC1 pot
CC1CCN(CC(O)COCCC23CC4CC(CC(C4)C2)C3)CC1 (stereo not drawn)	-5	62	11	0.7	32	52	2	64	97
COc1ccc(NC(=O)C2CC(c3cc(OC)c(OC)c(OC)c3)=NO2)cc1OC (stereo not drawn)	0	84	-21	0.7	29	72	-7	90	91[fluorescence artefact?]
CCCCC(c1nnnn1CCOC)N1CCN(c2cccc(OC)c2)CC1 (stereo not drawn)	-3[fluorescence artefact?]	98	-3	0.3	70*	89	-4	99	100
Cc1cccc(CCNS(=O)(=O)c2ccc(S(=O)(=O)NC3CCCC3)cc2)c1	-6	107	-12	0.3	67*	78	-2	104	92
Cc1ccc(-c2cccc(NC(=O)C3C4C=CC(C4)C3C(=O)O)c2)o1 (stereo not drawn)	nt	nt	42	1	-3	nt	4	nt	nt

Bioassay records as filed in PubChem BioAssay.
